# MITF primary: human MITF inhibition, primary screen. hit rate 0.91% among 650,000. AlphaScreen MITF homodimerization, bead proximity signal. inhibition, % at 2.6 µM. AID 1259374. O75030; in the data active = inhibition above about 50%;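 note: 0% = vehicle wells with protein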
# Target sequence (O75030 whole entry, looked up): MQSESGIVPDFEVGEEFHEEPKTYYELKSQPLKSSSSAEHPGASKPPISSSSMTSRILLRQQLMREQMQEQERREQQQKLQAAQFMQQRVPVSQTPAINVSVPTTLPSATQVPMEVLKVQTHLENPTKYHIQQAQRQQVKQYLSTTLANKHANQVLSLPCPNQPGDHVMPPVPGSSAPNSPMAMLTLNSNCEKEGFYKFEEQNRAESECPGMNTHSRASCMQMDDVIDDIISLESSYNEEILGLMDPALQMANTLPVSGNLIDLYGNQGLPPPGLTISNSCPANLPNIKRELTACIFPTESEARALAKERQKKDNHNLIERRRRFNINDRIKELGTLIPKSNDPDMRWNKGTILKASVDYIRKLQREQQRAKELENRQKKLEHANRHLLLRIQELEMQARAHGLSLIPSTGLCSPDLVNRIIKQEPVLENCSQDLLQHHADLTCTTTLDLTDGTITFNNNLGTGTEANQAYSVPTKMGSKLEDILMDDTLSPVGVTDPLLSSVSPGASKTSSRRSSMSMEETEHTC
# GPR151 activ: activates the human receptor GPR151 | Q8TDV0 | PathHunter beta-arrestin GPR151 cells, luminescence | activation, % at 11.2 µM | hit rate 1% among 650,000; in the data active = activation above about 4.9%;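 note: 0% = median of compound wells and 100% = cells with positive control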
# Target sequence (Q8TDV0 whole entry, looked up): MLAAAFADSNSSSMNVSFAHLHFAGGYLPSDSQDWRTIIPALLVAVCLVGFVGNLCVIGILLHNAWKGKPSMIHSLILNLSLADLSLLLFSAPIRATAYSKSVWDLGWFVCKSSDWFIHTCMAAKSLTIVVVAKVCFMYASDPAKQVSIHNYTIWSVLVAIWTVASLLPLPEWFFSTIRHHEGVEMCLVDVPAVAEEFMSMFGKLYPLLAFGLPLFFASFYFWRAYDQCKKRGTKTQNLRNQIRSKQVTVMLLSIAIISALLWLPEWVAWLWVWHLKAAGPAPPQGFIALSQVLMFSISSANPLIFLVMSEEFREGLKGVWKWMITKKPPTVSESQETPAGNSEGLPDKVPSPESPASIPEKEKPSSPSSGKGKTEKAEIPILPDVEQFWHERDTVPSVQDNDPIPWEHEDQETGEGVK
# TEAD-YAP block: TEAD-YAP interaction inhibition | HEK-TIYL cells, TEAD-Gal4/YAP UAS-luciferase luminescence | inhibition, % at 9.12 µM | hit rate 1.4% among 640,000 | AID 1259422; in the data active = inhibition above about 32%;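 note: 0% = median of test compound wells and 100% = reference inhibitor wells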
# FBW7 activator: human FBW7 E3 ligase activation, primary screen; AID 1259310; AlphaScreen FBW7–phospho-cyclin E peptide binding, activator screen; Q969H0; normalized activity (activation), % at 26.1 µM; hit rate 0.13% among 650,000; in the data active = normalized activity above about 1.9%;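 note: purified mutant Fbw7 with reduced substrate affinity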
# Numbers without * were called inactive. Not a hit list; about 3.4% have a hit in one of these screens.
SMILES,MITF primary,GPR151 activ,TEAD-YAP block,FBW7 activator
CCOc1ccc(OCCC(=O)OCC(=O)Nc2ncc(C(F)(F)F)cc2Cl)cc1,-14.0,0.1,-6.5,0.1
COc1cccc(NC(=S)Nc2ccccc2OC)c1,15.9,12.8*,-8.0,-0.2
CCOC(=O)C1=C(C)NC(=S)NC1c1cccc(OCC)c1 (centres undefined),10.3,-2.6,8.6,0.5
O=C(CSc1nncc(=O)[nH]1)NCc1ccc2c(c1)OCO2,6.6,1.4,12.4,0.1
OCCN1CCN(CC(O)COCc2ccc(Cl)cc2)CC1 (centres undefined),13.8,2.0,0.4,0.1
CC(C)[C@H](NC(=O)c1ccco1)C(=O)OCC(N)=O,2.4,1.1,6.2,-0.1
CC(CNC(=O)c1cc2ncccn2n1)Oc1cccc(CN(C)Cc2cccs2)c1 (centres undefined),-1.7,0.7,12.9,0.1
CC(=O)c1cccc(-c2cc(C(=O)NCCN3CCOCC3)ccn2)c1,0.7,-1.4,-3.3,0.0
COc1cccc(/C=N/Nc2nc(N3CCOCC3)nc(N3CCOCC3)n2)c1OC,-6.5,3.6,-3.6,0.0
C/C(=N/N=C/c1ccc([N+](=O)[O-])cc1)c1nnn(-c2nonc2N)c1C,20.6,-0.7,-2.3,0.0
NC(=O)COC(=O)c1cccc(Oc2ccccc2)c1,4.0,0.3,12.0,0.4
Cc1ncn(-c2ccc(Nc3cc(-c4nocc4-c4cccnc4)ccn3)cc2)n1,-5.1,-0.1,-5.0,-0.1
CC(Sc1nnnn1C)C(=O)NC(=O)NC1CCCCC1 (centres undefined),6.0,0.6,2.9,0.1
COc1ccc(-c2csc(CN3CCN(C(=O)c4ccc(F)c(F)c4)CC3)n2)cc1,2.1,0.3,49.9*,-0.2
O=C(NCCn1cc(SCC(=O)N2CCCCC2)c2ccccc21)c1ccc(Cl)cc1,2.7,0.5,-8.1,-0.3
Cc1cc(C(=O)N2CCN(S(C)(=O)=O)CC2)cs1,9.7,-0.7,5.1,0.0
O=C(OCc1nc2cc3ccccc3cc2[nH]1)c1cc([N+](=O)[O-])cc([N+](=O)[O-])c1,-4.7,-1.1,-7.5,0.1
COc1cc(C(=O)NCC2CCCO2)cc(OC)c1OC (centres undefined),-1.6,1.8,1.7,-0.1
COc1ccc(OC)c(NS(C)(=O)=O)c1,-0.5,0.6,6.8,0.0
COCCNC(=O)[C@@H]1C[C@@H](NCc2ccc(F)cc2F)CN1Cc1ccc(Cl)cc1,-3.8,-0.5,2.0,-0.2
CC(C)Nc1nc(Cl)nc(Nc2nc(-c3ccccc3)cs2)n1,3.0,-0.4,0.5,0.1
CC(C)c1ccc(/C=C2/SC(=S)N(CC(=O)O)C2=O)cc1,6.1,-0.9,2.7,0.3
CCOc1ccc(NC(=O)C(=O)NCN(C(=O)CCl)c2ccccc2)cc1,18.1,-1.4,46.5*,0.1
CCc1c(C)sc(NC(=S)N2CCN(c3ncccn3)CC2)c1C(=O)OC,-1.7,-0.5,5.8,0.0

# One compound at a time, from the list above. Values in the order: MITF primary | GPR151 activ | TEAD-YAP block | FBW7 activator
# CC(Sc1nnnn1C)C(=O)NC(=O)NC1CCCCC1 (centres undefined) is listed as 6.0 | 0.6 | 2.9 | 0.1
# COCCNC(=O)[C@@H]1C[C@@H](NCc2ccc(F)cc2F)CN1Cc1ccc(Cl)cc1 is listed as -3.8 | -0.5 | 2.0 | -0.2
# CC(C)c1ccc(/C=C2/SC(=S)N(CC(=O)O)C2=O)cc1 is listed as 6.1 | -0.9 | 2.7 | 0.3
# O=C(OCc1nc2cc3ccccc3cc2[nH]1)c1cc([N+](=O)[O-])cc([N+](=O)[O-])c1 is listed as -4.7 | -1.1 | -7.5 | 0.1

# Additional entries follow.
SMILES,MITF primary,GPR151 activ,TEAD-YAP block,FBW7 activator
O=C1NN(c2ccc(Cl)cc2)C(=O)/C1=C\c1ccc(-c2cccc(C(=O)O)c2)o1,18.2,-0.2,-20.4,-0.1
CCOC(=O)C(NC(C)=O)C(=O)Nc1ccc(C(C)C)cc1 (centres undefined),0.1,0.3,10.2,0.1
O=C(NC1CCCCC1)c1nn2c(c1Cl)NC(c1ccc(Br)cc1)CC2C(F)(F)F (centres undefined),-4.3,0.3,0.8,-0.1
COc1ccc(CCNC(=O)CSc2nc3ccsc3c(=O)n2Cc2ccc(C(=O)O)cc2)cc1OC,3.5,1.9,22.2,0.1
CCOC(=O)c1c(NC(=O)C(C)Oc2ccc(Cl)cc2Cl)sc(C)c1C (centres undefined),-1.4,0.5,2.4,-0.1
COc1cc(/C=C/C(=O)Nc2ccc(Br)cc2F)cc(OC)c1OC,-8.8,1.3,-10.3,0.1
Cc1cccc(-n2nc3c(c2NC(=O)c2ccc(S(=O)(=O)N(C)C)cc2)CS(=O)(=O)C3)c1C,17.9,-2.8,6.3,0.3
COC(=O)c1c(OC(C)C)cc(=O)n2c1CCN(Cc1cc3ccccc3[nH]c1=O)CC2,-13.0,-0.6,-16.9,-0.1
CC1Cc2ccccc2N1Cc1cc(=O)n2ccsc2n1 (centres undefined),-6.8,0.6,-3.3,-0.1
O=C(Nc1ccc(F)cc1)c1ccc2ccccc2c1,-6.4,-0.4,-39.0,0.0
C=C(C)Cn1c(SCCCCC)nc2c1c(=O)n(C)c(=O)n2C,11.8,1.9,-8.8,0.4
COc1ccccc1N(CC(=O)Nc1ccccc1F)S(=O)(=O)c1ccc(C)cc1,9.4,4.1,9.2,0.4
Cc1ccc(-c2c(C)nn3c(NCc4cccnc4)cc(C)nc23)cc1,-1.2,1.8,7.5,-0.1
Cc1cc2nc(C3CCCN3C(=O)c3cc(CN4CCOCC4)oc3C)[nH]c2cc1C (centres undefined),3.8,1.2,-34.3,-0.1
O=C(NCCCN1CCCC1)c1cccc(NC2=NC3CS(=O)(=O)CC3S2)c1 (centres undefined),-5.1,-0.4,-5.7,0.1
COc1ccc(C2C(C(=O)N3CCC(C(N)=O)CC3)c3ccccc3C(=O)N2C2CCCCC2)cc1 (centres undefined),16.0,0.2,7.3,0.8
COc1ccc(NC(=O)C(c2ccc(OC)cc2)N(C)C(=O)Cc2c[nH]c3ccccc23)cc1 (centres undefined),3.4,-1.1,1.9,-0.1
O=C(NCCCN1CCCC1=O)c1csc2ccccc12,9.4,-0.7,-19.0,-0.1
O=C(NCCCN1CCCC1=O)C(=O)NCC1CCCN1S(=O)(=O)c1ccccc1 (centres undefined),13.3,-1.2,-0.5,0.1
Cc1ccc(C(C)C)cc1Oc1cc(Cl)nc(N)n1,-1.2,1.6,-7.3,-0.1
Cc1cc(NC(=O)CSc2nc3cc(C(=O)NCC4CCCO4)ccc3c(=O)n2CC2CCCO2)no1 (centres undefined),1.6,-1.4,2.8,-0.1
CN1CCN(C(=O)c2ccc(-c3cc(Nc4ccc(N5CCOCC5)cc4)ncn3)cc2)CC1,1.7,-1.0,-3.4,0.0
CCCc1[nH]nc2c1C(c1cc(Br)ccc1O)C(C#N)=C(N)O2 (centres undefined),-2.7,1.2,3.7,-0.6
COc1cccc(NC(=O)CSc2nnc(CN3CCOCC3)n2C)c1,6.3,-0.6,8.4,0.3
COc1ccc(NC(=O)c2nc[nH]c2C(=O)Nc2ccccc2C)cc1,14.6,0.5,8.5,-0.1
COc1ccc(CNC(=O)C(NS(=O)(=O)c2ccc3nc(C)sc3c2)C(C)C)cc1 (centres undefined),-0.4,1.1,-10.8,-0.1
COc1ccc(-c2nnc(-c3ccc(OC)c(OC)c3)o2)cc1OC,-6.3,0.5,-2.0,-0.1
COc1ccc(C(NC(=O)C(F)(F)F)c2ccccc2)cc1 (centres undefined),-1.4,1.0,-0.3,-0.1
CCN(CC)c1nc2c(c(=O)n(C)c(=O)n2C)n1CCCc1ccccc1,-5.9,-0.8,-4.7,-0.1
COc1cc(CN2CCN(Cc3cccc(C)c3)CC2)cc(OC)c1OC,41.9,-0.2,-3.7,-0.6
COc1ccc(NC(=O)CN(C)S(=O)(=O)c2ccc(Br)cc2)cc1,12.9,-0.7,3.1,0.0
COc1ccc(CC(=O)Nc2nc(-c3ccc(OC)cc3)c(C)s2)cc1,-7.3,-1.2,10.5,-0.3
COC(=O)CCc1cc2c(C)cc(=O)oc2cc1OC,1.2,-0.2,-6.0,-0.1
CCOC(=O)/C(C#N)=C/c1cc(OCC)ccc1OCC,-4.2,0.4,6.0,0.0
S=C(Nc1ccc(Cl)c(Cl)c1)NN1CCOCC1,18.0,-1.0,1.9,0.3
Brc1cnc(N2CCCCC2)nc1,8.7,-0.1,-2.9,0.1
COc1ccc(CCNC(=O)CN2C(=O)CC(C)S(=O)(=O)c3ccccc32)cc1OC (centres undefined),-16.1,-0.4,6.0,0.0
COc1ccc(S(=O)(=O)N2CCOCC2)c([N+](=O)[O-])c1,14.8,-0.1,1.5,0.8
CCCn1c(NCc2ccco2)nc2c1c(=O)n(C)c(=O)n2C,2.7,-0.4,9.6,0.3
O=C(Nc1nnc(SCC(=O)N2CCCC2)s1)c1ccccc1Br,0.5,-1.7,-15.4,-0.1
Cc1cccc(C(=O)Nc2ccc(S(=O)(=O)Nc3cnc4ccccc4n3)cc2)c1,-6.0,-0.3,0.3,0.1
COCCN(CC(=O)NCCC(C)C)C(=O)CCC(=O)Nc1ccccn1,-0.1,2.7,9.6,-0.1
O=[N+]([O-])c1ccc(O)c(Nc2cc(Nc3ccc(O)cc3)c3nonc3c2[N+](=O)[O-])c1,9.6,0.2,1.6,-0.1
O=C(CSc1nnc(-c2ccccc2)n1-c1ccccc1)N1N=CCC1(O)C(F)(F)F (centres undefined),9.0,-0.9,18.6,0.0
CC(=O)c1ccc(-c2ccc(SC(C)C)nc2)cc1,8.9,-1.0,-37.3,0.2
COc1ccc(CCNC(=O)C(=O)N2CCCCC2)cc1OC,-7.8,2.1,0.1,-0.1
c1cc(CN2CCN(Cc3ccc4c(c3)OCO4)CC2)co1,65.9*,-1.2,-3.2,0.3
O=C(O)c1c[nH]c2ccc(S(=O)(=O)N3CCCc4ccccc43)cc2c1=O,1.4,1.0,48.5*,0.0
COc1cc(NC(=S)NCCc2ccc(S(N)(=O)=O)cc2)cc(OC)c1,1.6,0.4,-1.3,-0.1
OCCNC(=S)Nc1ccc(OC(F)(F)F)cc1,-18.8,1.6,-3.1,0.1
CCC1(CC)OC(c2ccc([N+](=O)[O-])cc2)Nc2ccccc21 (centres undefined),17.8,0.4,-9.8,0.2
COc1ccc(CCNc2cc(NC3CCC(O)CC3)ncn2)cc1 (centres undefined),-12.4,1.6,9.8,-0.2
CCOC(=O)C1Cc2ccccc2CN1 (centres undefined),2.4,1.0,5.4,0.1
O=C(Nc1ccc2c(c1)CN(Cc1cccn1-c1ccccn1)CC2)C1CCCO1 (centres undefined),3.4,-0.5,-1.3,-0.1
CCN(CC)C(=O)COc1ccc2oc(-c3ccco3)cc(=O)c2c1,15.0,-0.5,-11.9,0.1
CCCOc1ccc(/C(O)=C2\C(=O)C(=O)N(CCN(CC)CC)C2c2cccc(Oc3ccccc3)c2)cc1C (centres undefined),-7.2,1.3,2.0,-0.1
CCOc1nc(Nc2ccc(OC)c(Cl)c2)nc(OCC)n1,5.5,2.7,1.1,0.1
CC(C)(C)NC(=O)/C=C/c1c(Cl)nc2sccn12,5.0,-0.1,3.2,0.1
COc1cccc(N2CC(NC(=O)N3CCC(O)CC3)CC2=O)c1 (centres undefined),16.6,1.8,8.5,0.4
CC(=O)c1cccc(NC(=O)c2cccc(F)c2)c1,-7.0,0.3,-3.8,-0.1
# (continued)
SMILES,MITF primary,GPR151 activ,TEAD-YAP block,FBW7 activator
N#Cc1ccc(NN2C(=O)c3ccccc3C2=O)c([N+](=O)[O-])c1,-0.3,1.0,8.9,0.0
COc1ccc(C2CC(=O)C3=C(C2)Nc2ccccc2NC3c2cc(Br)c(O)c(OC)c2)cc1OC (centres undefined),28.2,-2.0,-0.4,1.4
COC(=O)c1ccc2c(c1)nc(SCc1cccc([N+](=O)[O-])c1)n1c3ccccc3nc21,3.4,-1.2,-19.1,-0.1
CC(=O)NCCC(=O)OCC(=O)NC12CC3CC(CC(C3)C1)C2,8.1,-2.2,-2.5,0.3
Cc1cc(C)c(C(=O)Nn2c(-c3ccc(Cl)cc3)nc3ccccc3c2=O)cc1C,-1.6,1.4,1.1,-0.1
CCN(CC)CC(=O)N1CCCc2c1c(=O)oc1ccc(O)cc21,5.5,0.0,21.3,-0.1
CCCNC(=O)c1csc(-c2ccc(OC)nc2)n1,11.7,1.2,2.3,0.1
CC(=O)Nc1cc(NC(C)=O)cc(C(=O)O)c1,-18.5,3.7,3.9,0.0
O=C1NC2(CCN(C(=O)C3(c4ccccc4)CCCC3)CC2)Oc2ccccc21,-0.3,1.1,-10.8,0.0
Cc1ccc(-n2nc(C)c3c(C)c(CCC(=O)N4CCOCC4)c(C)nc32)cc1,-13.6,-0.4,-4.4,0.0
O=C(C1CCCC1)N1CCC[C@H]1Cn1nc(-c2ccc3c(c2)OCCO3)ccc1=O,-2.5,0.0,6.4,0.0
CCOc1ccc(C=C2C(=O)NC(=S)NC2=O)cc1O,11.8,0.1,9.8,-0.9
CC(C)(C#N)NC(=O)Cn1nnc(-c2cccnc2)n1,-12.3,-1.5,-22.2,-0.1
COc1ccc(NC(=O)c2cnc3ccccn23)cc1OC,-8.3,-1.7,-29.8,-0.8
O=C1N=C(SCC(=O)N2CCCCC2)NC(=O)C1Cc1ccccc1 (centres undefined),5.6,1.1,5.0,0.0

# A portion of the results above, as a working copy:
SMILES,MITF primary,GPR151 activ,TEAD-YAP block,FBW7 activator
CCOc1ccc(C=C2C(=O)NC(=S)NC2=O)cc1O,11.8,0.1,9.8,-0.9
CC(C)(C#N)NC(=O)Cn1nnc(-c2cccnc2)n1,-12.3,-1.5,-22.2,-0.1
COc1ccc(NC(=O)c2cnc3ccccn23)cc1OC,-8.3,-1.7,-29.8,-0.8
O=C1N=C(SCC(=O)N2CCCCC2)NC(=O)C1Cc1ccccc1 (centres undefined),5.6,1.1,5.0,0.0
